Assay outcomes from PubChem BioAssay.
NTMT1 inhibitor: blocks human N-terminal methyltransferase 1 activity. NTMT1 MTase-Glo SAH luminescence, purified enzyme. Potency, µM (highest dose often 114 µM), for inactives: top-dose activity change, negative = inhibition, usual class: inhibitors. 2.5% of 59,000 active;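 further: potency means the concentration at half of the fitted maximal effect; plate controls were DMSO vehicle for no effect and no enzyme for full effect; nearly all actives have a fitted effect of over 65% in size; many of its hits are not listed in these tables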
GALK inhibitor: inhibitors of human galactokinase (GALK); P51570; recombinant GALK, Kinase-Glo ATP luminescence, 1 h; Potency, µM (titrated, usually from 57.5 µM), for inactives: at the top dose activity, negative = inhibition, hits mostly inhibitors; 44,000 tested, under 10 active;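 further: plate controls were full GALK reaction for no effect and reaction lacking GALK for full effect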
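Compounds were pinned into ATP buffer, then GALK-galactose mix was added (final 5 nM enzyme, 35 uM ATP, 100 uM galactose, pH 8.0). After 1 h at room temperature, Kinase-Glo Plus was added and luminescence read.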
FH mod: Identification of activators of human fumarate hydratase by quantitative high-throughput screening | Fumarate hydratase, mitochondrial (Homo sapiens), P07954 | FH coupled MDH/diaphorase resazurin fluorescence, 15 min | Potency, µM (series often up to 79.9 µM), without a hit: at the highest dose activity change, negative = inhibition, usual class: inhibitors | 0.22% of 54,000 active | AID 1347055, 2019; further: potency means the concentration at half of the fitted maximal effect; on the % scale 0 is the no-effect control and ±100 the full control effect; the screen sought activators but most active calls are inhibition curves; nearly all actives have a fitted effect of over 45% in size
Target sequence (P07954 whole entry, looked up): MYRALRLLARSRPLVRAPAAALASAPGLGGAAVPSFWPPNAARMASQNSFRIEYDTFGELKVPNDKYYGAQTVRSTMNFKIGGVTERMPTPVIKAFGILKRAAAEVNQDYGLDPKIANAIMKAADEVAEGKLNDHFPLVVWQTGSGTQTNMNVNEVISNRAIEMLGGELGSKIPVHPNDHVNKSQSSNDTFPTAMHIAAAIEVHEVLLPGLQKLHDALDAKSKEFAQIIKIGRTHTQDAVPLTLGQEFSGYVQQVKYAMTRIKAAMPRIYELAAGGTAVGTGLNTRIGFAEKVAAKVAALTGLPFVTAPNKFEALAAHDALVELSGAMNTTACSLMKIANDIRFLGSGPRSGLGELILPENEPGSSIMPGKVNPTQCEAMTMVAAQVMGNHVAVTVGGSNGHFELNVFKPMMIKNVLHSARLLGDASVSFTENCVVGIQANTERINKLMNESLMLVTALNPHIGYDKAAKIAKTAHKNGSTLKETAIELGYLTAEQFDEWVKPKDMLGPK
B2AR arrestin ag: agonists recruiting beta-arrestin to human beta2-adrenergic receptor. P07550. HTLA Tango cells, beta-arrestin recruitment, luciferase luminescence, 18 h. Potency, µM (doses to about 46.1 µM), for the others: at the highest dose activation, actives largely listed as activators. 44,000 tested, under 10 active. AID 1347077;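 further: potency means the concentration at half of the fitted maximal effect; 0% = DMSO and full agonism = EC100 isoproterenol or metaproterenol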
Target sequence (P07550 whole entry, looked up): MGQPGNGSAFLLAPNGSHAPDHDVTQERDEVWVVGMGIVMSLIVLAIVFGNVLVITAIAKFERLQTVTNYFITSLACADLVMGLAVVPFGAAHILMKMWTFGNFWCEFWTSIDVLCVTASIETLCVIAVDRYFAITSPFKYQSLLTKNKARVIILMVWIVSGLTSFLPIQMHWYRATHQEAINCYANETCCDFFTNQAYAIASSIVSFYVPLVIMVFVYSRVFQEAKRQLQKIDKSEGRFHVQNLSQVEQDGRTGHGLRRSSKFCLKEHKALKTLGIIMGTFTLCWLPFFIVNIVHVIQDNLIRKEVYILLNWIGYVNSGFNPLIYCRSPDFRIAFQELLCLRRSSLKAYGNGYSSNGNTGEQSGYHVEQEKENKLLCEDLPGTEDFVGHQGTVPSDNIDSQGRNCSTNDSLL
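Tango cell line, 1% FBS DMEM; cpd titration up to 46 microM; 18 hr, 37 degrees C, 5% CO2. Luciferin/ATP substrate mix added, 15 min RT, luminescence. %Activity, CRC fitting, curve-class categorization.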
p53null 32C tox: kills p53 null cells at the permissive temperature; 0.62% of 55,000 active; Potency, µM (top dose mostly 46.1 µM), inactives show at the highest dose activity change, negative = cytotoxicity, actives largely listed as cytotoxic; H1299-neo p53 null cells, ATP luminescence, 24 h, 32C;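 further: potency means the concentration at half of the fitted maximal effect; 0% = DMSO only and -100% = full killing by 100 µM tamoxifen; nearly all actives have a fitted effect of over 55% in size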
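Cytotoxicity: H1299-neo (no p53), 32C, 24 h treatment. Concentrations up to 46 uM. Readout cellular ATP, luminescence. Normalization to DMSO basal and tamoxifen 100 uM maximal kill.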
p53null 39C kill: selectivity test: cytotoxicity in p53 null cells, nonpermissive temperature. Potency, µM (series often up to 46.1 µM), without a hit: top-dose activity, negative = cell killing, hits mostly cytotoxic. 0.97% of 55,000 active. H1299 p53-null (neo) cells, 39C, ATPlite viability, 24 h. AID 904;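 further: potency means the concentration at half of the fitted maximal effect; 0% = DMSO only and -100% = full killing by 100 µM tamoxifen; nearly all actives have a fitted effect of over 50% in size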
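Following overnight plating at 37C (600 cells/well), H1299-neo or H1299-p53A138V cells are dosed up to 46 uM. Incubation lasts 24 hr at 39C before ATP detection.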
PTAP-TSG101 blk: blocks PTAP binding to human TSG101, validation. Q99816. Fluorescence polarization, FITC-PTAP peptide/Tsg101, 20 min. Potency, µM (highest dose often 115 µM), for the others: at the top dose activity change, negative = inhibition, usual class: inhibitors. 44,000 tested, under 10 active. AID 1347069; further: potency means the concentration at half of the fitted maximal effect; 0% is about no effect
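Compounds pinned into 10 uM Tsg101 binding domain, then 50 nM FITC-PTAP peptide added in pH 7.5 HEPES buffer; FP read after 20 min, room temperature. Total S+P intensity flags fluorescent compounds; active cut-off <25 µM, efficacy <60%.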
An asterisk follows results filed as active; ? = inconclusive; . = not tested or not shown; [ ] = remark or other dose. The call rests on the fitted dose curve; in most records, active means well fitted curve in the direction sought with a large enough effect; inconclusive means small, poorly fitted or top-dose-only effect, or another doubt; inactive means no such curve, though single readings can be large; an effect the other way counts as inactive or inconclusive. A portion of the library (hit frequency here may not be typical).

Compound | NTMT1 inhibitor | GALK inhibitor | FH mod | B2AR arrestin ag | p53null 32C tox | p53null 39C kill | PTAP-TSG101 blk
CCOc1ccc(-c2cn(-c3ccc(OC)cc3)c(SCC(=O)Nc3ccccc3Cl)n2)cc1 | ? | 0% | -12% | -2% | 1% | -1% | 1%
Cc1ccccc1CNC(=O)C(=O)NCC(c1ccco1)S(=O)(=O)c1ccc(F)cc1 (configuration not stated) | 0% | 1% | -6% | -4% | 0% | 13% | 4%
CC(C)(C)c1ccc(-c2nc(SCC(=O)Nc3ccccc3F)n3[nH]c(=O)cc3n2)cc1 | . | 0% | . | 4% | 7% | 3% | 1%
CC1(C)O[C@H]2[C@@H](O1)[C@@H](C(=O)Nc1ccc(F)c(F)c1)O[C@@H]1OC(C)(C)O[C@@H]12 | -17% | -12% | 6% | -3% | -1% | 0% | 2%
O=c1c2ccccc2n(Cc2ccccc2Cl)c(=O)n1CCc1ccccc1 | -1% | -1% | -10% | -2% | -1% | -6% | -8%
Cc1ccc(C)c(NC(=O)CN2C(=O)c3cccc4cccc2c34)c1 | -3% | 3% | 11% | 0% | 3% | -14% | 2%
CCOC(=O)N1CCN(Cc2nc3cc([N+](=O)[O-])ccc3n2C(C)C)CC1 | -7% | 4% | -24% | -4% | -5% | -9% | 2%
CC1CCCCN1c1c(S(=O)(=O)c2ccc(Cl)cc2)cnc2ccccc12 (configuration not stated) | -13% | 5% | 13% | 1% | 13% | 25% | -3%
Cc1ccc(OCC(=O)Nc2ccc3nc(SCC(N)=O)sc3c2)cc1 | -2% | 1% | 6% | -3% | 0% | -4% | 1%
O=C1COc2ccc(-c3cc(-c4ccc(F)cc4)c4c(n3)-c3cc(Cl)ccc3OC4)cc2N1 | 8% | 5% | -2% | -2% | . | . | -2%
CN(C)c1cc2c(cc1NC(=O)c1ccc(F)cc1)n(C)c(=O)n2C | -4% | 0% | -15% | -1% | -11% | 7% | -7%
CCOc1cc(C2C(C(=O)OC)=C(C)NC3=C2C(=O)c2ccccc23)cc(Br)c1OCC (configuration not stated) | -1% | 2% | -39% | 0% | 34%[activator] | 72%[activator] | 0%
COc1ccc(-c2nc3sc(CCNC(=O)C(=O)Nc4ccc(C)cc4C)c(C)n3n2)cc1 | 22% | -1% | 4% | -3% | -5% | 16% | -5%
O=c1oc2ccc3ccccc3c2cc1-c1nnc(Nc2cccc(F)c2)s1 | 18% | -1% | -5% | 1% | 1% | -14% | 1%
Cc1ccc(CSc2nnc(-n3c(=O)c(C#N)cc4c(=O)n5cc(C)ccc5nc43)s2)cc1 | 12% | -11% | 4% | -2% | 7% | -8% | -2%
CCOc1ccc(-n2c(=O)c3c(C)c(C(=O)N(C)C)sc3n(CC(=O)Nc3c(C)cc(C)cc3C)c2=O)cc1 | 4% | -1% | 4% | -2% | 1% | 5% | 0%
CCOC(=O)CSc1nc2ccccc2n2c(C)nnc12 | -4% | 2% | ? | 1% | 1% | -19% | -11%
Cc1ccc(C2c3[nH]c4ccccc4c3CCN2C(=O)CCC2CCCC2)cc1 (configuration not stated) | 6% | -3% | -30% | -1% | -3% | 19% | 0%
Cc1cc2c(cc1S(=O)(=O)Nc1cccc(C#N)c1)OCC(=O)N2 | 13% | 2% | -4% | 0% | -6% | -1% | -1%
CC(=O)c1c(C)oc2c1cc(NS(=O)(=O)c1ccc(Br)cc1)c1ccccc12 | 5% | -1% | -14% | 1% | 22% | -12% | 3%
CCc1cccc(NC(=O)Cn2c(=O)n(CCCCCC(=O)NCc3ccc(F)cc3)c(=O)c3sccc32)c1 | ? | -1% | -15% | 1% | 6% | -15% | -1%
COc1ccccc1CNC(=O)C1CCCN(c2nc3ccccc3n3cccc23)C1 (configuration not stated) | -1% | -2% | -19% | 1% | 5% | -12% | -5%
CC(C)CCNC(=O)c1c2c(nc3ccccc13)C(=O)N(C1CCCCC1)C2 | 7% | 0% | -1% | -1% | -4% | -12% | 0%
Cc1cc(C)cc(NC(=O)C(NS(=O)(=O)c2cccc3nsnc23)c2ccccc2)c1 (configuration not stated) | 5% | 5% | -12% | -2% | 32%[activator] | 25% | -10%
Cc1nc(N2CCCC2)c2c(C(=O)N3CCN(c4cccc(Cl)c4)CC3)c(C)oc2n1 | 7% | -4% | -5% | -1% | 17% | 4% | -10%
C=Cc1ccc(Cn2c(C(=O)O)c(CNC3CCCC3)c3ccc(C)cc32)cc1 | -4% | 2% | -10% | -1% | 1% | -18% | -6%
CCCC(=O)Nc1cccc(OCc2cc(=O)n3cccc(C)c3n2)c1 | 3% | 1% | -3% | 0% | -5% | -16% | 1%
CC1CN(C(=O)CCC(=O)NCc2cccs2)c2ccccc2O1 (configuration not stated) | 11% | -11% | 4% | -2% | 5% | 4% | 1%
CCCOC(=O)CSc1nnc2ccc3ccccc3n12 | -4% | 2% | -21% | 0% | -1% | -5% | -6%
O=C(Nc1cc(C(F)(F)F)ccc1Cl)c1cnn(-c2ccccc2)c1-n1cccc1 | . | -1% | . | 0% | 11% | 25% | -2%
Cc1c(C)n(Cc2ccccc2)c2ccc(C(=O)NCc3ccco3)cc12 | -7% | -2% | -17% | 6% | 19% | 2% | 2%
COc1ccc(NC(=O)CSc2nc3c(oc4ccccc43)c(=O)n2Cc2ccco2)cc1Cl | -5% | 5% | -1% | 0% | -3% | ? | 1%
Cc1nn(CCCC(=O)NCc2cccc(Cl)c2)c(=O)c2c1sc1ccccc12 | 12% | 3% | -3% | -2% | -12% | -12% | 2%
CCOC(=O)C1CCN(C(c2ccc(SC)cc2)c2c(O)cc(C)n(Cc3ccco3)c2=O)CC1 (configuration not stated) | -19% | 0% | ? | 0% | 2% | -5% | 0%
Cc1cccc(C)c1OCC(=O)N(Cc1ccccc1F)C1CCS(=O)(=O)C1 (configuration not stated) | 0% | 2% | 7% | -1% | 0% | -1% | 0%
CCc1ccc(Sc2cc(C(=O)O)c3ccccc3n2)cc1 | 11% | -2% | -7% | 3% | -14% | -13% | -4%
Cc1cc(C)cc(NC(=O)C2CCN(S(=O)(=O)c3cccc(-c4noc(C)n4)c3)CC2)c1 | -3% | -4% | ? | -2% | 5% | 23% | 8%
Cc1ccccc1CNC(=O)CCc1cn(Cc2ccccc2C)c2ccccc12 | 3% | -5% | -11% | 0% | -3% | -19% | 11%
Cc1ccc(-c2onc(C)c2C)cc1S(=O)(=O)NCc1ccc(N(C)C)cc1 | -20% | 0% | -11% | -1% | -1% | 1% | -1%
COc1ccc(N2CCN(c3ncnc4c3cnn4C)CC2)cc1 | ? | 3% | ? | -1% | 5% | 2% | 1%
Cc1ccccc1NC(=O)c1ccccc1NC(=O)c1ccccc1Cl | 4% | -17% | -6% | 1% | -13% | -6% | 0%
CCC12CN3CC(C)(CN(C1)C3c1c[nH]c3ccccc13)C2=O (configuration not stated) | 3% | 3% | -2% | 6% | -9% | 7% | 2%
O=C(Nc1ccc(F)cc1)C1CCCN(c2ncnc3c2nc2n3CCCCC2)C1 (configuration not stated) | -8% | 2% | -14% | -1% | 2% | -5% | 0%
CCCCCn1c(CN2CCN(c3ccc(OC)cc3)CC2)nc2c1c(=O)[nH]c(=O)n2C | -10% | 1% | -9% | 0% | 14% | 25% | 0%
CCc1ccc(NC(=O)CC2C(=O)N(c3cccc(OC)c3)C(=O)N2Cc2ccco2)cc1 (configuration not stated) | . | 1% | . | 0% | -11% | 2% | 0%

Arranged by number of heavy atoms (largest number first): part of the list above.
Compound | NTMT1 inhibitor | GALK inhibitor | FH mod | B2AR arrestin ag | p53null 32C tox | p53null 39C kill | PTAP-TSG101 blk
CCOC(=O)C1CCN(C(c2ccc(SC)cc2)c2c(O)cc(C)n(Cc3ccco3)c2=O)CC1 (configuration not stated) | -19% | 0% | ? | 0% | 2% | -5% | 0%
COc1ccc(NC(=O)CSc2nc3c(oc4ccccc43)c(=O)n2Cc2ccco2)cc1Cl | -5% | 5% | -1% | 0% | -3% | ? | 1%
CCc1ccc(NC(=O)CC2C(=O)N(c3cccc(OC)c3)C(=O)N2Cc2ccco2)cc1 (configuration not stated) | . | 1% | . | 0% | -11% | 2% | 0%
Cc1cc(C)cc(NC(=O)C2CCN(S(=O)(=O)c3cccc(-c4noc(C)n4)c3)CC2)c1 | -3% | -4% | ? | -2% | 5% | 23% | 8%
O=C(Nc1ccc(F)cc1)C1CCCN(c2ncnc3c2nc2n3CCCCC2)C1 (configuration not stated) | -8% | 2% | -14% | -1% | 2% | -5% | 0%
Cc1nn(CCCC(=O)NCc2cccc(Cl)c2)c(=O)c2c1sc1ccccc12 | 12% | 3% | -3% | -2% | -12% | -12% | 2%
Cc1ccc(-c2onc(C)c2C)cc1S(=O)(=O)NCc1ccc(N(C)C)cc1 | -20% | 0% | -11% | -1% | -1% | 1% | -1%
Cc1c(C)n(Cc2ccccc2)c2ccc(C(=O)NCc3ccco3)cc12 | -7% | -2% | -17% | 6% | 19% | 2% | 2%
Cc1ccccc1NC(=O)c1ccccc1NC(=O)c1ccccc1Cl | 4% | -17% | -6% | 1% | -13% | -6% | 0%
COc1ccc(N2CCN(c3ncnc4c3cnn4C)CC2)cc1 | ? | 3% | ? | -1% | 5% | 2% | 1%
CCC12CN3CC(C)(CN(C1)C3c1c[nH]c3ccccc13)C2=O (configuration not stated) | 3% | 3% | -2% | 6% | -9% | 7% | 2%
CCc1ccc(Sc2cc(C(=O)O)c3ccccc3n2)cc1 | 11% | -2% | -7% | 3% | -14% | -13% | -4%

The list goes on.
Compound | NTMT1 inhibitor | GALK inhibitor | FH mod | B2AR arrestin ag | p53null 32C tox | p53null 39C kill | PTAP-TSG101 blk
CCOc1ccc(NC(=O)C(CC)n2nc(C)c3c(C)n(-c4ccccc4)nc3c2=O)cc1 (configuration not stated) | -2% | 2% | -5% | 1% | 8% | 11% | -5%
CC(=O)N1CCc2cc(S(=O)(=O)NC(Cc3ccccc3)C(=O)NCc3ccc(C)cc3)ccc21 (configuration not stated) | 0% | -1% | 11% | 0% | 15% | -5% | 1%
O=C(COc1ccc(Cl)cc1)N(Cc1ccco1)Cc1ccco1 | 0% | 0% | -13% | 0% | 1% | -6% | 1%
Cc1cccn2c(=O)cc(COc3ccc(NC(=O)C(C)Oc4ccccc4)cc3)nc12 (configuration not stated) | -6% | -1% | -24% | 0% | 1% | -3% | -2%
CCc1ccc(-n2c(=O)c3sc4ccccc4c3n(Cc3cccc(F)c3)c2=O)cc1 | 10% | -2% | -9% | 0% | -5% | -11% | 0%
Cc1c(Cl)cccc1-n1ncc(C(=O)NC2CCCCC2)c1C1CCN(C(=O)OC(C)(C)C)CC1 | -15% | -3% | -14% | 0% | 21% | 14% | -1%
Cc1nc2scc(C)n2c(=O)c1S(=O)(=O)Nc1cccc(O)c1 | . | -9% | . | -2% | -8% | -8% | 0%
